SUMO1-SIM PPI: modulators of SUMO1 protein-protein interactions, primary screen, biochemical, uHTS. SUMO1 binding to a labelled peptide, TR-FRET, 1 h. inhibition, % at 20 µM. 0.33% of 360,000 active; in the data active means inhibition above about 37%
Target sequence (P63165 whole entry, looked up): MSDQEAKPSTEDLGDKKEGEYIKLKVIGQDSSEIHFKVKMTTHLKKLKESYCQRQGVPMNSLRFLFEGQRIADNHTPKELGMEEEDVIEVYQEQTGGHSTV
DNMT1 block: human DNMT1 methyltransferase inhibitors, primary screen, biochemical, molecular beacon, fluorescence, HinP1I cleavage, uHTS; DNA (cytosine-5)-methyltransferase 1 (Homo sapiens), P26358; inhibition (reported as % activation of signal), % at 10 µM; 0.83% of 360,000 active; AID 588458, 2011; in the data active means inhibition above about 50%
Scp-1 inhibitor: Scp-1 phosphatase inhibitors, primary screen, biochemical, colorimetric, uHTS; Recombinant Scp1, phosphopeptide, malachite green phosphate absorbance; inhibition, % at 20 µM; 0.88% of 340,000 active; AID 493091, 2011;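 active means inhibition above about 50% at 20 µM, limit read from the data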;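 further: plate controls were DMSO wells with enzyme for no effect and wells lacking enzyme for full effect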
Target sequence (Q9GZU7 76-261 limits assumed): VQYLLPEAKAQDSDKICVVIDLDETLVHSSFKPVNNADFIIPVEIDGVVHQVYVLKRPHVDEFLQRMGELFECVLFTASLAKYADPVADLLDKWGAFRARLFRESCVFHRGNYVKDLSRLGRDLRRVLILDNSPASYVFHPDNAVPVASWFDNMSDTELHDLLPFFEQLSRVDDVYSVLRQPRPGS
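Test system: SCP-1 phosphatase catalytic domain, residues 76-261; measured by: colorimetric phosphate reagent with accelerator and stabiliser, absorbance at 630 nm; timing: enzyme reaction 45 min at room temperature, colour 5 min, stabilisation 30 min; also added: Phosphorylated 17-residue peptide substrate; compound dosing: one concentration, 20 µM, with 1.0% DMSO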
NRP1-CendR mod: modulators of CendR peptide binding to NRP-1, primary screen, biochemical, fluorescence polarization, uHTS. inhibition, % at 25 µM. 0.85% of 360,000 active. Neuropilin-1 (Homo sapiens), O14786. FAM-RPARPAR peptide binding to NRP-1;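 active means inhibition or corrected inhibition above about 18%, plus a signal ratio from 0.5 to 1.5, limit read from the data, passing the limit was not always enough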; further: strong numbers were not always called active
NadD inh: inhibitors of S. aureus NadD, primary screen, biochemical, colorimetric, uHTS; Nicotinate-nucleotide adenylyltransferase NadD (Staphylococcus aureus N315); purified NadD enzyme, colorimetric absorbance read-out; inhibition, % at 20 µM; 0.78% of 360,000 active; AID 602399, 2012; in the data active means inhibition above about 26%; further: some compounds past the cut are filed as inactive
SKN-1 block: suppressors of acrylamide-induced Pgst-4::GFP reporter in worms, primary screen, SKN-1 inhibitor project, whole organism, uHTS, GFP/RFP fluorescence ratio, strain VP596; 0.49% of 360,000 active; inhibition, % at 21.8 µM; C. elegans VP596 Pgst-4::GFP/RFP ratio, 24 h;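 active means interference check ratio from 0.5 to 1.5 plus GFP to RFP signal ratio inhibition reaching or exceeding a fixed threshold, cut at about 30% in these data, passing the limit was not always enough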; further: some compounds called inactive have numbers as strong as hits
LMPTP block: LMPTP phosphatase inhibitors, primary screen, biochemical, fluorescence intensity, uHTS. Low molecular weight phosphotyrosine protein phosphatase (Homo sapiens), P24666. recombinant LMPTP-A, OMFP fluorogenic substrate. inhibition, % at 20 µM. 0.22% of 360,000 active;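 active means compounds that cut the enzyme signal by at least half of the control window in the single-dose screen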;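 further: plate controls were DMSO wells with enzyme plus substrate for no effect and substrate without enzyme for full effect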
Target sequence (P24666 whole entry, looked up): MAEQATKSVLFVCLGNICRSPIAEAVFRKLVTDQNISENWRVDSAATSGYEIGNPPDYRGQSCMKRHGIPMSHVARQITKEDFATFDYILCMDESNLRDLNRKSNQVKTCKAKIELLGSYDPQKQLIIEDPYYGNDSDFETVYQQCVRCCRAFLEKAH
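Test system – LMPTP-A enzyme · Amount – LMPTP-A at 0.625 nM final in the reaction · Buffer or medium – Bis-Tris pH 6.0, DTT, detergent · Reagent – OMFP 400 µM · Doses – single 20 µM dose · Schedule – reaction 50 min, room temperature, dark · Detection – fluorescence intensity of OMFP turnover product · Evaluation – percent inhibition versus substrate-only and uninhibited controls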
Rpn11 inh: Rpn11 (PSMD14) deubiquitinase inhibitors, primary screen, biochemical, fluorescence polarization, uHTS; 26S proteasome non-ATPase regulatory subunit 14 (Homo sapiens), O00487; human 26S proteasome, Ub4-pepOG fluorescence polarization; 20S core pre-blocked with epoxomicin; calls only at 20 µM; 0.59% of 360,000 active; AID 588493, 2011;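 active means inhibition at 20 µM, scaled to each plate's controls, above about 33%, limit read from the data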
Target sequence (O00487 whole entry, looked up): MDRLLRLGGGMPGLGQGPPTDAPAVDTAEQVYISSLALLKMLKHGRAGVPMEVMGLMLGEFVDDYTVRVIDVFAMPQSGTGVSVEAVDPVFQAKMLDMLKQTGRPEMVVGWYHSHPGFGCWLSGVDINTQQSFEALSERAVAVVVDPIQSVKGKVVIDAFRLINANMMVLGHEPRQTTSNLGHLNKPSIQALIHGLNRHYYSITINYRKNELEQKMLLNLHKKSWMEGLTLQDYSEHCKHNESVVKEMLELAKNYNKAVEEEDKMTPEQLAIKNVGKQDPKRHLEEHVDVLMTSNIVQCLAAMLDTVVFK
STEP block: STEP phosphatase inhibitors, primary screen, biochemical, fluorescence intensity, uHTS; recombinant STEP, OMFP fluorogenic substrate; inhibition, % at 20 µM; 0.25% of 360,000 active; Tyrosine-protein phosphatase non-receptor type 5 (Homo sapiens), P54829;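 active means inhibition at 20 µM, scaled per plate between control wells, above about 37%, limit read from the data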;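 further: 0% = DMSO with enzyme and substrate and 100% = substrate only without enzyme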
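Assay system: isolated STEP enzyme. Buffer or medium: pH 6.0 Bis-Tris with DTT and Tween 20. Also added: fluorogenic phosphatase substrate OMFP at 25 µM final. Dosing: 20 µM, 1% DMSO. Timing: 20 min reaction, room temperature, in the dark. Measured by: fluorescence intensity, excitation 480 nm, emission 540 nm. Evaluation: normalized % inhibition.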
MT1-MMP act inh: blockers of MT1-MMP proenzyme processing, primary screen, HT1080 RFP-PRO-GFP cells, GFP/RFP fluorescence; Matrix metalloproteinase-14 (Homo sapiens), P50281; GFP/RFP ratio fluorescence, overnight; percent of plate control window, DMSO zero; GFP/RFP ratio change, % at 20 µM; 0.061% of 360,000 active;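 active means GFP/RFP ratio change of at least 30% with cell ATP level not reduced by more than half and red fluorescence within 50% of control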; further: strong numbers were not always called active
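Assay system: RFP-PRO-GFP reporter HT1080 cells; read-out basis: GFP/RFP fluorescence ratio; benchmarks: DMSO wells and RFP-L50D-GFP cells; doses: 20 µM single dose, 1% DMSO; schedule: overnight cell settling, then overnight compound exposure, 37 °C, 5% CO2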
Numbers without * were called inactive; i = inactive; x = not tested or not shown; + = active, no number. This is a random part of the collection. Share with any hit: about 3.9%.

item	Structure	SUMO1-SIM PPI	DNMT1 block	Scp-1 inhibitor	NRP1-CendR mod	NadD inh
1	Cc1nc2ccccn2c1C(=O)NNS(=O)(=O)c1ccc(C(C)(C)C)cc1	0	-1	-8	-12	-1
2	COCc1cn(CC(=O)c2sc(NC(=O)C(C)(C)C)nc2C)nn1	-13	x	x	7	-1
3	Clc1ccc(-c2nn3c(-c4ccccc4)nnc3s2)cc1	1	4	-5	-10	20
4	Cc1ccc(-n2nnnc2CNC(=O)C2CC(=O)N(c3ccc(F)cc3)C2)cc1C (configuration not stated)	2	0	1	6	-4
5	O=C(Nc1ccc(N2CCOCC2)cc1)c1cccc2c(Br)cccc12	-5	-3	-2	2	-5
6	Cc1ccc(CNC(=O)c2cc(-c3ccccc3)nn2CC2CC(c3cccc([N+](=O)[O-])c3)=NO2)cc1 (configuration not stated)	-3	-1	1	-1	-6
7	Cc1ccc(NC(=O)Nc2ccc(Cl)cc2)c(Br)c1	1	22	-10	-13	-6
8	CC(=O)Nc1ccc(C(=O)CSc2nnc(Cn3nnc4ccccc43)n2C)cc1	-6	1	-4	-6	1
9	COC(=O)c1ccc(N2C(c3cc(OC)cc(OC)c3)=Cc3ccc(-c4cnc(OC)nc4)cc3C2CC(=O)C2CC2)cc1 (configuration not stated)	6	x	x	-4	17
10	CN(C)CCN(Cc1ccccc1)S(=O)(=O)c1ccc(-c2ccc(=O)[nH]n2)s1	-16	-4	-2	-1	8
11	Cc1c(N=Cc2c(O)n(Cc3ccco3)c(=O)c3ccccc23)c(=O)n(-c2ccccc2)n1C	-18	-18	-4	-3	13
12	O=C(O)c1ccc(NC(=O)c2cn(-c3ccccc3)nc2-c2ccc(F)cc2)cc1	1	1	-15	6	-3

item	SKN-1 block	LMPTP block	Rpn11 inh	STEP block	MT1-MMP act inh
1	17	0.6	i	-2	-3
2	5	-0.4	x	x	3
3	-23	1.1	i	3	4
4	-6	-0.9	i	-1	0
5	-3	0.1	i	2	2
6	-1	3.3	i	0	1
7	2	0.3	i	0	-3
8	0	-1.5	i	-3	4
9	15	1.0	x	x	-6
10	1	4.0	i	-2	0
11	-5	4.1	i	5	-6
12	1	-0.7	i	0	11

Next entries follow.
item	Structure	SUMO1-SIM PPI	DNMT1 block	Scp-1 inhibitor	NRP1-CendR mod	NadD inh
13	Cc1occc1C(=O)N1CCN(S(=O)(=O)c2ccc(F)cc2)CC1	2	-2	1	11	2
14	COc1ccc(NC(=O)Cn2nnc(-c3ccccc3NS(=O)(=O)c3ccccc3)n2)cc1	4	-8	-16	-23	-9
15	COc1ccc2[nH]c(=O)c(CN(CC3CCCO3)S(=O)(=O)c3ccccc3F)cc2c1 (configuration not stated)	-1	-2	-1	11	-1
16	COc1ccc(C(=O)NC(Oc2ccccc2)C(Cl)(Cl)Cl)cc1 (configuration not stated)	2	3	-5	3	-11
17	CCOC(=O)CC(=O)CSc1nc(-c2cccnc2)ccc1C#N	-10	13	0	-24	-2
18	Cc1nn(S(=O)(=O)c2ccc(Br)cc2)c(C)c1S(=O)(=O)N1CCOCC1	2	-1	-8	-9	0
19	CC(C)c1ccc(O)c(N)c1	-1	-4	-22	-10	-1
20	OCCNCC12CC3CC(CC(C3)C1)C2	-1	-1	-14	7	-8
21	Cc1ccc(S(=O)(=O)N[C@H](C(=O)NC2CCC(C)CC2)C(C)C)cc1 (some centres not stated)	2	2	-5	-5	4
22	O=C(CN(Cc1ccccc1)C(=O)c1csnn1)NCc1ccccc1	3	-1	-9	25	-7
23	CCOC(=O)c1ccc(S(=O)(=O)N2CCC(C(=O)NCC3COc4ccccc4O3)CC2)cc1 (configuration not stated)	1	-5	x	-12	-6
24	O=C(Nc1ccc2c(c1)CCC2)Nc1ccc2c(c1)OCO2	4	11	4	-9	-4

item	SKN-1 block	LMPTP block	Rpn11 inh	STEP block	MT1-MMP act inh
13	-2	-0.9	i	-4	-2
14	16	3.3	i	-3	-8
15	-2	0.6	i	0	4
16	-23	-0.1	i	-1	0
17	3	0.6	+	1	-11
18	13	-2.9	i	-2	-1
19	-14	-1.2	i	-1	-1
20	-3	0.0	i	2	3
21	-9	-0.5	i	-1	0
22	-7	-1.4	i	-3	-8
23	1	-0.3	i	0	5
24	7	3.6	i	-1	-2

(more compounds)
item	Structure	SUMO1-SIM PPI	DNMT1 block	Scp-1 inhibitor	NRP1-CendR mod	NadD inh
25	O=C(Nc1cccc(C(=O)N2CCCC2)c1)C1CCCCC1	1	8	4	-8	1
26	Cc1nnc(SCC(=O)Nc2ccccc2)[nH]c1=O	13	1	0	0	-1
27	O=C(Nc1ncc(Cc2cccc(C(F)(F)F)c2)s1)C1CCCO1 (configuration not stated)	2	1	-1	16	-3
28	O=C(Nc1cccc(C(F)(F)F)c1)c1ccc2sc([C@H]3C[C@H](O)[C@@H](CO)O3)nc2c1	0	2	x	11	-6
29	O=C(NNC1=NS(=O)(=O)c2ccccc21)c1ccc(Cl)cc1	-3	1	-12	-10	-5
30	O=C(CN1CCCC1)Nc1ccc(Br)cc1[N+](=O)[O-]	-34	4	-5	-4	-7
31	Cc1cc(C)c(S(=O)(=O)Nc2ccc(Cl)cn2)c(C)c1	18	1	-5	-8	-6
32	COc1ccccc1N(Cc1ccccc1)S(=O)(=O)c1cccc(C(=O)NC2CC(C)(C)NC(C)(C)C2)c1	-19	6	-4	6	-4
33	CC(C)(C)OC(=O)N1CCCC(C(=O)CC#N)C1 (configuration not stated)	1	-1	-2	-20	-2
34	O=C(N(c1ccccc1)c1ccccc1)N(c1ccccc1)c1ccccc1	-3	-1	-14	-2	-2
35	CCOc1ccccc1NC(=O)C1CCCN(S(=O)(=O)c2ccc3c(c2)CCCN3C(C)=O)C1 (configuration not stated)	-4	-1	x	-2	3
36	Cc1cccc(-c2noc(-c3csc([C@@H]4C[C@H](O)[C@@H](CO)O4)n3)n2)c1	6	1	x	-7	-1

item	SKN-1 block	LMPTP block	Rpn11 inh	STEP block	MT1-MMP act inh
25	-5	-1.3	i	-1	3
26	-4	-0.8	i	-2	4
27	-4	0.2	i	0	1
28	20	0.9	i	-5	1
29	9	-0.5	i	-1	-1
30	4	-0.5	i	3	0
31	20	1.4	i	0	0
32	6	0.6	i	2	3
33	-1	-1.9	i	0	-14
34	7	3.0	i	0	-9
35	-11	0.0	i	3	-5
36	-9	-2.1	i	3	2

Next part
item	Structure	SUMO1-SIM PPI	DNMT1 block	Scp-1 inhibitor	NRP1-CendR mod	NadD inh
37	C/C=C\C=C\C(=O)N1CC2(CC(c3cccc(NC(=O)CC)c3)=NO2)C[C@H]1C(N)=O (some centres not stated)	26	-5	70*	-3	-2
38	COc1ccc(/C=N/Nc2nc3ccccc3o2)cc1O	-4	0	-3	4	3
39	CCCNC(=O)C1CC2Cn3c(nc4ccccc43)C2N1C (configuration not stated)	3	6	-5	1	1
40	Cc1cc(=O)n2nc(N3CCC(C(=O)NCc4cccc(Br)c4)CC3)sc2n1	7	-4	-3	2	5
41	CC1=C(C(=O)N(C(C)C)C(C)C)CC(CC(=O)NC(c2ccccc2)c2ccccc2)C(=O)N1Cc1ccc(F)cc1 (configuration not stated)	3	-7	x	4	2
42	COc1ccccc1NC(=O)CN1C(=O)COc2ccc(C)cc21	1	-6	-10	0	-3
43	Cc1c(NC(=O)c2cccs2)cccc1[N+](=O)[O-]	-9	0	-5	6	-7
44	COc1cc(/C=C/CO)cc(OC)c1OC/C=C(\C)CCC=C(C)C	1	5	-13	10	-1
45	O=C(Nc1cccc(Oc2ccc(C(=O)O)c(C(=O)O)c2)c1)c1ccc(-c2ccccc2)cc1	22	53*	20	-121	17
46	COc1ccc(N(C(=O)c2ccco2)C(C(=O)NC2CCCC2)c2ccc(C)cc2)c(OC)c1 (configuration not stated)	-4	0	-2	3	-9
47	COc1ccc(NC(=O)c2cc(-c3ccc(F)cc3OC(C)C)n[nH]2)c(OC)c1	6	-3	x	-11	-7

item	SKN-1 block	LMPTP block	Rpn11 inh	STEP block	MT1-MMP act inh
37	-14	-1.9	i	0	-5
38	-8	-0.5	i	-4	2
39	2	-1.6	i	-3	2
40	1	-0.6	i	1	2
41	2	1.5	i	9	-3
42	-3	0.0	i	2	2
43	12	-1.2	i	-3	1
44	10	1.9	i	0	-2
45	-7	7.9	i	35	2
46	15	-1.0	i	0	-9
47	8	5.0	i	-2	-4

High-throughput results (PubChem)
